Lipid storage S3 – qHTS Assay for Lipid Storage Modulators in Drosophila S3 Cells; Potency in µM for hits, for the others lipid storage change, negative = inhibition, % at the top dose, mostly 46.1 µM; Drosophila S3 cells, BODIPY lipid droplet fluorescence, 18-24 h; cells fed with added oleic acid; actives 0.64% (n = 320,000); active means well fitted inhibition curve with a large enough effect in the signal ratio, with a control signal flat, not every such curve was filed as active; inconclusive means small, poorly fitted or top-dose-only effect, or effect the other way, or a change in a side signal; the % refers to the signal ratio
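Drosophila S3 cells got compounds at several concentrations plus oleic acid (400 uM solution). Laser-scanning cytometry with 488 nm excitation read lipid droplets at 500-530 nm and cells at 575-640 nm. Percent activity was relative to 20 uM Triacsin C.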
Lipid storage S3 cell count max – recorded beside Lipid storage S3, whose call it bears; cell number change, %; measured here: cell count max response;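 cells counted by Cell Tracker Red CMTPX staining in the red channel; peak over a dose series mostly up to 46.1 µM; percent activity relative to internal control wells on each plate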
* marks the source's active call; other numbers are inactive results; i = inactive; ? = inconclusive; . = no result given; [ ] = dose if it differs, or a comment. On the % scale 0 is the no-effect control and ±100 the full control effect; potency means the concentration at half of the fitted maximal effect.

The line under a structure holds: Lipid storage S3 | Lipid storage S3 cell count max
Cc1ccc(SC(c2ccc(C)cc2)C(Cn2cncn2)C(=O)c2ccccc2)cc1 (stereo not given)
→ ? | .
Cc1cc(C(=O)CN2C(=O)NC(C)(c3cccc(Br)c3)C2=O)c(C)n1Cc1ccco1 (stereo not given)
→ ? | .
CCOc1[nH]c(/N=C/c2ccco2)c(C#N)c1C#N
→ -4.1% | 6.2
S=C(Nc1ccccn1)c1ccccn1
→ ? | .
Cc1ccccc1CC(=O)N1CCCC1
→ ? | .
COc1ccc(NC(=O)c2cnc(SC)nc2C)c(OC)c1
→ 14.6% | 2.8
Cc1ccnc(NC(=O)c2ccc(Cl)c(S(=O)(=O)N3CCCC3)c2)c1
→ ? | .
CC(C)(C)NC(=O)COC(=O)c1ccc(O)cc1
→ 8.6% | 3.7
COCCNS(=O)(=O)c1cc2[nH]c3c(c2cc1C)C(=O)CC(C)(C)C3
→ ? | .
COc1cccc(NS(=O)(=O)c2ccc(S(=O)(=O)N3CCCC3)cc2)c1
→ ? | .
Cc1ccc(NC(=S)N(CCCN2CCOCC2)Cc2ccccn2)cc1
→ ? | .
COc1ccc(/C=c2/sc3n(c2=O)C(c2ccccc2OC)C2=C(N=3)c3ccccc3CC2)cc1O (stereo not given)
→ 15.6% | -22.9
O=C(Cc1ccccc1)Nc1ccc2c(c1)C(=O)N(CC1CCCO1)C2=O (stereo not given)
→ -18.3% | -8.2
Oc1c(C(c2ccco2)N2CCC3(CC2)OCCO3)sc2ncnn12 (stereo not given)
→ ? | .
NC(=O)CCC(=O)N1CCCC(C(=O)c2ccc3c4c(cccc24)CC3)C1 (stereo not given)
→ 3.2% | 12.7
Cc1ccccc1-n1cc[nH]c1=S
→ -2.3% | .
COc1ccc(C(CC(=O)N2CCCCC2)c2c(OC)cc(OC)c3c(-c4ccccc4)cc(=O)oc23)cc1 (stereo not given)
→ -0.1% | 9.2
Cc1nnc(NC(=O)c2cccc(Br)c2)s1
→ -4.8% | 14.7
CCOCc1nnc(NC(=O)CCc2ccccc2)s1
→ ? | .
CCOc1ccc(CCNC(=O)CCS(=O)(=O)c2ccc(OC)cc2)cc1OCC
→ 0.3% | -5.7
COCCNc1nc2nonc2nc1N(C)Cc1ccc(C)cc1
→ ? | .
Cc1cc(Cl)ccc1OCCCC(=O)NNC(=O)c1ccccc1O
→ ? | .
CCc1nnc(NC(=O)CSc2nc3cc4c(cc3cc2C)OCCO4)s1
→ -4.0% | 1.2
Cc1nc(C)c(C(=O)C2=C(O)C(=O)N(CCCn3ccnc3)C2c2ccc(Cl)cc2)s1 (stereo not given)
→ 6.7% | 11.4
CCc1cc(C(=O)Nc2cc(S(=O)(=O)N(CC)CC)ccc2N2CCOCC2)sc1C
→ ? | .
Clc1ccc(-c2ccc(C=Nc3ccc(N4CCOCC4)cc3)o2)c(Cl)c1
→ ? | .
Cn1c(C2CCCCC2)nc2c1c(=O)[nH]c(=O)n2Cc1ccccc1
→ ? | .
Cc1cc(C)c2nc(NC(=O)c3cccc(S(=O)(=O)N4CCc5ccccc54)c3)sc2c1
→ ? | .
NC(=O)CC(NC(=O)Cc1ccc(Br)cc1)c1ccc(NCc2ccccn2)c([N+](=O)[O-])c1 (stereo not given)
→ ? | .
CCc1ccc(CNn2cnnc2SCC(=O)NC(C)(C)C)cc1
→ 7.1% | 2.2

Continued (2 carried over from the part before).
The line under a structure holds: Lipid storage S3 | Lipid storage S3 cell count max
NC(=O)CC(NC(=O)Cc1ccc(Br)cc1)c1ccc(NCc2ccccn2)c([N+](=O)[O-])c1 (stereo not given)
→ ? | .
CCc1ccc(CNn2cnnc2SCC(=O)NC(C)(C)C)cc1
→ 7.1% | 2.2
CCCCC(CC)C(=O)N1CCN(C(=O)c2ccco2)CC1 (stereo not given)
→ i | .
Cc1ccc(OCCNC(=O)CN2C(=O)NC3(CCCC3)C2=O)cc1
→ ? | .
O=C(CSC1=NS(=O)(=O)c2cc(F)ccc2N1)NCCc1ccccc1
→ 10.3% | 14.1
CC[C@H](C)/C=C(C)/C=C/C(=O)Cc1cc(O)c(C)c(O)c1C=O
→ 0.0% | -0.3
Cc1ccc(S(=O)(=O)N(Cc2cccc(C(F)(F)F)c2)C(=O)N2CCN(C)CC2)cc1
→ 10.4%[0.0737 µM] | -16.5
CCOC(=O)C(C)Sc1ncc(OC)c(=O)[nH]1 (stereo not given)
→ -15.6% | -14.9
COc1ccc(CNC(=O)[C@H](C)NC(=O)C2CCN(S(=O)(=O)c3ccc(F)cc3)CC2)cc1
→ 18.4µM* | 3.4*
O=C(Nc1ccc(Cl)c(S(=O)(=O)N2CCOCC2)c1)c1ccccn1
→ ? | .
CSCC[C@H](NC(=O)[C@H]1CC[C@H](CNC(=O)[C@@H](N)Cc2ccccc2)CC1)C(=O)O
→ -5.2% | 8.2
CC(C)Cc1nc2sc3c(=O)n(N)cnc3c2c2c1COC(C)(C)C2
→ 10.3% | 8.1
CS(=O)(=O)Nc1ccc(C2=NN(C(=O)C3CCCCC3)C(c3cccs3)C2)cc1 (stereo not given)
→ ? | .
CCOC(=O)N1CCN(C(=O)c2cccc(S(=O)(=O)Nc3ccc(Br)cc3)c2)CC1
→ ? | .
O=C(NCc1ccccc1F)C1CCCN1S(=O)(=O)c1ccc(F)cc1 (stereo not given)
→ ? | .
COc1ccc(-c2c(C#Cc3ccccc3)c3ccccc3n2C)cc1
→ ? | .
COc1ccc(O)c(C(=O)CC(=O)c2ccc(F)cc2)c1
→ ? | .
O=C(/C(=C\c1ccccc1)c1nc2ccccc2[nH]1)c1ccc(Cl)cc1
→ ? | .
CCCc1cc(=O)[nH]c2nnc(SCC(=O)Nc3nnc(CC)s3)n12
→ 17.7% | .
Oc1ccccc1N=Cc1sc2ccccc2c1Cl
→ ? | .
c1ccc(N2CCN(c3ncnc4sc5c(c34)CCC5)CC2)cc1
→ ? | .
Cn1c(NCCCO)nc2ccccc21
→ ? | .
Cc1csc(SCCn2c(N3CCN(c4ccccc4)CC3)nc3c2c(=O)[nH]c(=O)n3C)n1
→ 7.5% | .
Cc1nnc(NC(=O)C2CCN(S(=O)(=O)c3ccc(Cl)cc3)CC2)s1
→ 8.1% | 14.4
COc1cccc(C2=NN(S(C)(=O)=O)C(c3cccs3)C2)c1 (stereo not given)
→ 8.9% | 1.6
O=C(c1ccc(Cl)s1)N1CCOCC1
→ i | .
CC(C)(C)NC(=O)COc1ccc(CNCc2cccs2)cc1
→ -1.1% | -8.9
Cc1cccc(-n2c(SCC(=O)NCC3CCCO3)nc3ccccc3c2=O)c1C (stereo not given)
→ ? | .
CN(C(=O)CSc1nc2ccccc2[nH]1)C1CCS(=O)(=O)C1 (stereo not given)
→ i | -2.3
CC1CC(Nc2ccccc2)=NC1(C)C (stereo not given)
→ 1.1% | -0.9
COc1ccc(NC(=S)N2CCC(c3ccc(C)cc3)C2)cc1 (stereo not given)
→ -5.2% | 24.3
C[C@@H](O)[C@@H]1NC(=O)c2cc([N+](=O)[O-])cc(I)c2NCC[C@@H](C(N)=O)NC(=O)CNC1=O
→ ? | .

(more compounds)
mol | Lipid storage S3 | Lipid storage S3 cell count max
Cc1cccc(C)c1N1CCN(C(=O)c2ccc3c(c2)OCO3)CC1 | ? | .
CCOC(=O)C1=C(C)Nc2ncnn2C1/C=C/c1ccccc1 (stereo not given) | 17.5% | -14.4
COc1ccc(CCNC(=O)C(=O)NCC2CCCN2S(=O)(=O)c2ccccc2)cc1 (stereo not given) | i | -16.3
O=c1ccc2cc(S(=O)(=O)NCCCc3ccccc3)ccc2[nH]1 | ? | .
CNC(=O)C1CCC(=O)N1Cc1ccccc1Cl (stereo not given) | 29.1µM* | -10.4*
COC(=O)c1sc(NC(=S)NC(=O)c2ccc(C)cc2)nc1C | 11.5% | 3.5
Cc1cc(-c2cccs2)c2c(N)c(C(=O)c3ccc4c(c3)OCO4)sc2n1 | 19.1% | 3.6
O=C(NNc1ccc([N+](=O)[O-])cc1)c1ccccc1Cl | ? | .
C/C(=N\N=C(/N)SC1CC(=O)N(c2ccc(Br)cc2)C1=O)c1cccs1 (stereo not given) | -7.5% | 3.9
O=C(CNC(=O)c1ccco1)NCC(=O)OCc1ccc(C(=O)Oc2ccc(Cl)cc2)cc1 | ? | .
CCOc1ccccc1C(=O)NC1CCN(CC(=O)Nc2cc(OC)ccc2OC)CC1 | ? | .
S=C1NC2(CCCCC2)NN1c1ccccc1 | ? | .
Cc1cc([N+](=O)[O-])nn1CC(=O)Nc1ccc(Cc2ccncc2)cc1 | ? | .
CCNC(=S)N1CCN(CCN2C(=O)c3cccc4cccc(c34)C2=O)CC1 | ? | .
COC(=O)c1cc(OC)c(OC)cc1NC(=O)Nc1ccc(OC)cc1 | ? | .
COc1ccc(-n2ccnc2SCC(=O)NC2CCCC2)c(OC)c1 | ? | .
CCN1CCN(c2nc(NCCO)c3ccccc3n2)CC1 | i | 15.4
COc1ccccc1N1CCN(C(=O)C(=O)N/N=C/c2cccc(O)c2)CC1 | 6.3% | -11.0
O=C(COC(=O)c1cccc(Cl)c1Cl)NC1CCCC1 | ? | .
CCOc1ccccc1Nc1cc(C)c2cccc(C)c2n1 | ? | .
O=C(c1ccccc1N(Cc1ccccc1)S(=O)(=O)c1ccccc1)N1CCOCC1 | i | -26.7
O=C(CSc1nnc(-c2ccc(Cl)cc2)n1Cc1ccco1)NCc1ccc2c(c1)OCO2 | ? | .
CC1CCCN(C(=O)CN2CCN(C(=O)c3ccco3)CC2)C1 (stereo not given) | ? | .
NC(=S)Nn1c(-c2ccccc2)nc2ccccc2c1=O | ? | .
O=C(CN1CCOCC1)N1CCN(c2ccc3ccccc3n2)CC1 | 9.6% | -5.3
CC(=O)Nc1cc(OC(C)=O)c2nonc2c1OC(C)=O | 3.6% | -3.2
Cc1ccc(C(=O)NC(=S)Nc2ccc(N3CCOCC3)cc2)cc1 | ? | .
CC(=O)Nc1cccc(NC(=O)c2sc3ncn(CC(=O)N4CCCCC4)c(=O)c3c2C)c1 | i | .
CN1CCN(C(=S)c2cn(CCOc3ccccc3)c3ccccc23)CC1 | 12.9% | 14.7
Cc1cc(C)c(S(C)(=O)=O)c(NN)n1 | ? | .
O=C(Cn1cnc2ccccc21)N/N=C/c1ccc([N+](=O)[O-])cc1 | -1.5% | -19.1
Cc1cc(C(=O)CSc2nnc(-c3ccccc3)n2Cc2ccc3c(c2)OCO3)c(C)n1C | ? | .
N#CC1=C(N)N(c2ccccc2Sc2ccccc2)C(=O)C1 | ? | .
COc1ccc(N(CC(=O)N/N=C/c2ccc(OC)cc2OC)S(=O)(=O)c2ccccc2)cc1 | ? | .
O=C(c1ccc2ccccc2c1)N1CCOCC1 | ? | .
Cc1cc(C)n2c(SCC(=O)Nc3ccc(F)cc3)nnc2n1 | 8.1% | 13.2
CCN(CC)S(=O)(=O)c1cc(C(=O)Nc2cc(Cl)ccc2N2CCN(C)CC2)ccc1Cl | ? | .
COc1ccc(CCC(=O)OCC(=O)NCc2ccccc2)cc1 | 22.0% | -7.9
Cc1cc(C)c(OCC(O)CN2CCN(c3ccccn3)CC2)c(C)c1 (stereo not given) | ? | .
O=Cc1cccc(Oc2ncccn2)c1 | ? | .
O=C(CN(CC1CCCO1)C(=O)CNS(=O)(=O)c1ccc(F)cc1)NC1CCCCC1 (stereo not given) | i | 5.1
CN(C)CCN1C(=O)c2ccccc2C1=O | -2.6% | -16.5
COc1ccc(-n2nc(C(=O)NCC(=O)N3CCN(c4ccccn4)CC3)c3ccccc3c2=O)cc1 | 7.6% | -13.0
NC(=O)c1ccsc1NC(=O)COC(=O)c1ccccn1 | ? | .
Cc1ccccc1NC(=O)COC(=O)CNC(=O)c1sc2ccccc2c1Cl | ? | .
Cc1cccc(C2(c3cccc(C)c3)CC2C(=O)Nc2ccc([N+](=O)[O-])cc2O)c1 (stereo not given) | ? | .
O=C(Nc1ccc(S(=O)(=O)NCC2CCCO2)cc1)c1cccc(F)c1 (stereo not given) | i | 7.6
COC(=O)c1c(N)c(C#N)c(C)n1-c1ccccc1 | 10.7% | -19.2
COC(=O)c1ccc(/C=N/NC(=O)C2CC(=O)N(c3ccc(OC)cc3)C2)cc1 (stereo not given) | 10.8% | -19.8
c1ccc(-c2ccc(-n3ccnc3)cc2)cc1 | 25.3% | -13.4
O=C(NCCCn1ccnc1)c1csc2ccccc12 | ? | .
NC(Cc1c[nH]c2ccccc12)C(=O)NCc1ccccc1 (stereo not given) | i | .
COc1ccc(N(C)S(=O)(=O)c2cccc(C(=O)OCC(=O)Nc3sc4c(c3C#N)CCCCC4)c2)cc1 | 9.6% | -1.0
CC1CCCC(NC(=O)c2cccc(S(=O)(=O)N3CCCCC3)c2)C1C (stereo not given) | -29.4% | .
COc1ccc(-c2c3c(nc4sc5c(=O)[nH]c(C)nc5c24)CCC3)cc1 | ? | .
CCOc1ccc(CCNC(=O)c2cccc(S(=O)(=O)N3CCCC3)c2)cc1OCC | ? | .
Cc1ccc(S(=O)(=O)Cc2cn3cccnc3n2)cc1 | ? | .
O=C1/C(=C\Nc2ccccc2)CCN1c1ncccn1 | i | 23.5

Whole records as entered above:
Cc1cccc(C2(c3cccc(C)c3)CC2C(=O)Nc2ccc([N+](=O)[O-])cc2O)c1 (stereo not given) is listed as Lipid storage S3 = ?; Lipid storage S3 cell count max = .
O=C(NCCCn1ccnc1)c1csc2ccccc12 is listed as Lipid storage S3 = ?; Lipid storage S3 cell count max = .
COC(=O)c1c(N)c(C#N)c(C)n1-c1ccccc1 is listed as Lipid storage S3 = 10.7%; Lipid storage S3 cell count max = -19.2

Screening results as filed in PubChem BioAssay.

Not all compounds are listed (hit frequency here may not be typical).
